LDHA block – inhibitors of human lactate dehydrogenase A | P00338 | purified LDHA, NADH/diaphorase-resazurin fluorescence; hits give low values | activity change, % (values are at about 110 or 230 µM) | 0.15% of 480,000 active; in the data active means activity change below about -30%; inconclusive means mostly about -25% to -30%;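 further: plate controls were DMSO wells for no effect and wells without enzyme for full effect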
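Remaining NADH was detected by diaphorase (0.133 mg/mL) converting 37 µM resazurin to fluorescent resorufin, read at 0 and 20 minutes. The preceding 5-minute room-temperature reaction used 2 nM LDHA, 0.2 mM sodium pyruvate and 0.06 mM NADH at pH 7.4.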
GRP78 ERSR act – inducers of ER stress response in human glioma cells; U87-MG GRP78 promoter luciferase reporter, 16 h; Potency, µM, for the others: at the top dose activation, hits mostly activators; 0.02% of 420,000 active; AID 602332; further: potency means the concentration at half of the fitted maximal effect; series mostly up to about 76 µM; % of control where 0% means no effect; nearly all actives have a fitted effect of over 35% in size
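ERSR induction read as luciferase luminescence (Bright-Glo, 10 min at room temperature) in stably transfected human U87-MG glioma cells exposed to compounds for 16 h, using GRP78 as sensor.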
D1 antagonist – blocks dopamine activation of the human D1 receptor; HEK293 TREx D1 cells, calcium flux, dopamine EC80; hits give low values; activity change, negative = inhibition, % at 10 µM; 3.2% of 360,000 active; in the data active means activity change below about -30%; further: on the % scale 0 is the no-effect control and ±100 the full control effect
Target sequence (P21728 whole entry, looked up): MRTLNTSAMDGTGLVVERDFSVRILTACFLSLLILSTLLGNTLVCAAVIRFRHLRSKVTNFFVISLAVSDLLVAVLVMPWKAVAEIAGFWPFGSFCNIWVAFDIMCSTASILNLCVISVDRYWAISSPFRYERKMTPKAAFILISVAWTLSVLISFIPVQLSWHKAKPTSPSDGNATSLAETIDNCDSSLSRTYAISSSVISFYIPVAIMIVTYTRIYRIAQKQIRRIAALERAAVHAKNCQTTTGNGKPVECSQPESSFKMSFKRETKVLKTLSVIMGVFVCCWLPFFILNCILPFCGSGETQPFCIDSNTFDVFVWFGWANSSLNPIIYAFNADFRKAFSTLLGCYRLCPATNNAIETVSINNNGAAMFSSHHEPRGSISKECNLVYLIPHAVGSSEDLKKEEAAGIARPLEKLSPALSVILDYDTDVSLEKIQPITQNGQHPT
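Allosteric or orthosteric antagonism assessed as attenuation of the calcium response to EC80 dopamine, added 180 s after compound, in induced HEK293 Trex D1 cells loaded with no-wash calcium dye.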
D1 potentiator – enhances dopamine response at the human D1 receptor; HEK293 TREx D1 cells, calcium flux, dopamine EC20 potentiation; 0.036% of 360,000 active; potentiation, % at 10 µM; P21728; in the data active means potentiation above about 30%; further: 0% is about no effect
Vif-APOBEC3G blk – blocks the Vif interaction with human APOBEC3G | Q9HC16 | HeLa A3G-eYFP + Vif (tagged APOBEC3G with the HIV-1 protein that degrades it), YFP fluorescence, overnight | Potency, µM (top dose mostly 46.1 µM), for inactives: top-dose activity, negative = active, usual class: inhibitors | 0.076% of 410,000 active | AID 602310;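 further: potency means the concentration at half of the fitted maximal effect; on the % scale 0 is the no-effect control and ±100 the full control effect; nearly all actives have a fitted effect of over 60% in size; hits raise eYFP signal because A3G escapes Vif-driven loss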
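HeLa cells stably expressing Vif and C-terminally eYFP-tagged A3G, seeded overnight at 37 deg C, then exposed to compound by pintool overnight at 37 deg C. Rise in yellow fluorescence (Ex 488/Em 500-530, Acumen) marks blocked Vif-driven A3G degradation.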
Vif-APOBEC3F blk – Vif-A3F binding inhibition; 0.2% of 390,000 active; Potency, µM (top dose mostly 46.1 µM), inactives show top-dose activity, negative = active; AID 602313; HeLa A3F-eYFP + Vif (tagged APOBEC3F with the HIV-1 protein that degrades it), YFP fluorescence increase; further: potency means the concentration at half of the fitted maximal effect; % of control where 0% means no effect; nearly all actives have a fitted effect of over 65% in size
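Fluorescence increase (Ex 488/Em 500-530) after overnight compound treatment at 37 deg C flags inhibition of Vif-driven A3F-eYFP loss in stable HeLa A3F-eYFP/Vif cells seeded overnight beforehand.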
RXFP1 ag – RXFP1 (human) receptor agonism; Q9HBX9; HEK293T-RXFP1 cAMP TR-FRET, 30 min; response scale: percent of porcine relaxin response, buffer zero; Potency, µM (series often up to 57.5 µM), without a hit: at the highest dose activation, usual class: activators; 0.3% of 370,000 active; further: potency means the concentration at half of the fitted maximal effect; on the % scale 0 is the no-effect control and ±100 the full control effect; nearly all actives have a fitted effect of over 60% in size; many of its hits are not listed in these tables
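Agonist response is measured as cAMP accumulation in an RXFP1-transfected HEK293T line under PDE4 inhibition. Values are scaled between buffer-only and 29 nM porcine relaxin, and EC50s come from standard Hill equation fits.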
D2 potentiator – positive allosteric modulators of human D2 dopamine receptor; P14416; HEK293 T-REx D2, calcium flux, EC20 dopamine potentiation; potentiation, % at 10 µM; 0.34% of 340,000 active;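 active means potentiation over 3 SD above the plate norm, cut at about 30% in these data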; further: 0% is about no effect
Target sequence (P14416 whole entry, looked up): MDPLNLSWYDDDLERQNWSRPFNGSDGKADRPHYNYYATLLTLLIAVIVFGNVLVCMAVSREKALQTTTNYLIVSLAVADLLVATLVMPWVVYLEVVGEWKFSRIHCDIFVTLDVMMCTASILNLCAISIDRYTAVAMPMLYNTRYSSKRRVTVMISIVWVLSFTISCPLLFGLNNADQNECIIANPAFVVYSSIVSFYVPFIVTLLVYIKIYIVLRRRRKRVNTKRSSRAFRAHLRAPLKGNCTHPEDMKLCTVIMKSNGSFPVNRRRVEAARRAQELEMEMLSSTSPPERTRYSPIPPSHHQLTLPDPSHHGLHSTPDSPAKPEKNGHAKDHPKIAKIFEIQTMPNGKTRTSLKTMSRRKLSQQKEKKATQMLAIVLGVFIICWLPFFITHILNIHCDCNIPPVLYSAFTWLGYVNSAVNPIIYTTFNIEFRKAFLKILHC
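Cells plated with tetracycline inducer and held overnight at 30 C; calcium dye loaded 30–90 min at room temperature; baseline taken, compound added and read 180 s; EC20 dopamine then added and read 180 s.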
D1 agonist – activates the human D1 dopamine receptor; P21728; HEK293 T-REx D1 cells, calcium flux, agonist mode; activation, % at 2 µM; 1% of 360,000 active; in the data active means activation above about 30%; further: 0% is about no effect
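Agonism was scored from calcium flux recorded over 180 s (1 read/s) after pintool compound addition, following a 10-cycle baseline. Cells were inducible force-coupled HEK293 TREx D1, plated overnight at 30 C and loaded with no-wash calcium dye.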
Starred values were filed as active, the others as inactive; ? = inconclusive; . = not tested or not shown; & = joins results of further samples. Unless noted, the call rests on the fitted dose curve; in most records, active means well fitted curve in the direction sought with a large enough effect; inconclusive means small, poorly fitted or top-dose-only effect, or another doubt; inactive means no such curve, though single readings can be large; an effect the other way counts as inactive or inconclusive. Only part of the results is shown. The share of hits here may be higher or lower than overall.

Start of the data: the first two entries, to show the layout:
1	Fc1ccc2c(c1)nnn2C1CCN(Cc2nnnn2CCc2ccccc2)CC1
2	CCOP(=O)(OCC)C(NC(=O)CN1C(=O)c2ccccc2S1(=O)=O)C(Cl)(Cl)Cl (stereo not drawn)

| screen / no. | 1 | 2 |
| --- | --- | --- |
| LDHA block | -1 | -12 |
| GRP78 ERSR act | -3% | -3% |
| D1 antagonist | -9 | -19 |
| D1 potentiator | -7 | -3 |
| Vif-APOBEC3G blk | 0% | -1% |
| Vif-APOBEC3F blk | 1% | 2% |
| RXFP1 ag | 1.7% | 2.8% |
| D2 potentiator | -18 | 6 |
| D1 agonist | 1 | 1 |

This part in full, from the first entry:
1	Fc1ccc2c(c1)nnn2C1CCN(Cc2nnnn2CCc2ccccc2)CC1
2	CCOP(=O)(OCC)C(NC(=O)CN1C(=O)c2ccccc2S1(=O)=O)C(Cl)(Cl)Cl (stereo not drawn)
3	COC(=O)C(O)(c1ccc(N(C)C(=O)COc2ccccc2)cc1)C(F)(F)F (stereo not drawn)
4	CC(C)C12CN3CCN(CC(C3)C1O)C2 (stereo not drawn)
5	N#Cc1ccc(OCC(=O)N2CCN(Cc3ccc4c(c3)OCO4)CC2)cc1
6	CCCCCn1c(=O)c(C(=O)Nc2cccc(C)c2)c(O)c2ccccc21
7	CC1(C)CC(n2[nH]c(=O)c3c2NC(=O)CSC3c2ccc(F)cc2)CCO1 (stereo not drawn)
8	CSc1nc2ccccc2c(=O)n1-c1cccnc1

| screen / no. | 1 | 2 | 3 | 4 | 5 | 6 | 7 | 8 |
| --- | --- | --- | --- | --- | --- | --- | --- | --- |
| LDHA block | -1 | -12 | -10 | 6 | 1 | -2 | -7 | -3 |
| GRP78 ERSR act | -3% | -3% | -3% | -3% | -2% | 1% | -2% | -5% |
| D1 antagonist | -9 | -19 | -9 | 1 | -16 | -5 | 0 | -2 |
| D1 potentiator | -7 | -3 | -7 | -3 | -6 | -2 | 2 | -4 |
| Vif-APOBEC3G blk | 0% | -1% | 3% | 1% | 0% | 3% | -1% | -5% |
| Vif-APOBEC3F blk | 1% | 2% | 5% | -6% | ? | -4% | 1% | 1% |
| RXFP1 ag | 1.7% | 2.8% | -1.2% | 2.3% | 12% | 14% | 0.7% | 6.0% |
| D2 potentiator | -18 | 6 | -17 | 5 | -5 | 3 | -1 | -1 |
| D1 agonist | 1 | 1 | 7 | 1 | 10 | 3 | 1 | 3 |

9	O=S(=O)(c1ccc(F)cc1)N1CCCCC1c1cccnc1 (stereo not drawn)
10	N#Cc1c(/N=C/C2C(=O)NC(=S)NC2=O)sc2c1CCCC2
11	CC(C)NC(=O)Cn1cc(C(=O)c2ccccc2)c2ccccc21
12	Cn1c(O)c(C=NCCN2CCN(C(=O)c3ccccc3)CC2)c(=O)n(C)c1=O
13	CN1CCN(c2nc(N)cc(=O)[nH]2)CC1
14	COc1cccc(CN2CCN(Cc3cccc(F)c3)CC2)c1
15	CC(=O)O[C@H]1C(=O)[C@@]2(C)C([C@H](OC(=O)c3ccccc3)[C@]3(O)C[C@H](O)C(C)=C1C3(C)C)[C@]1(OC(C)=O)CO[C@@H]1C[C@H]2O (stereo partly drawn)
16	Cc1ccc(S(=O)(=O)Oc2ccccc2C=C2C(=O)N(C)C(=O)N(C)C2=O)cc1

| screen / no. | 9 | 10 | 11 | 12 | 13 | 14 | 15 | 16 |
| --- | --- | --- | --- | --- | --- | --- | --- | --- |
| LDHA block | -3 | 5 | -12 | 1 | -6 | -20 | -6 | -14 |
| GRP78 ERSR act | -2% | -2% | 0% | 1% | 14% | -4% | -3% | 20% |
| D1 antagonist | -6 | 3 | 3 | 3 | -58* | -22 | 5 | 6 |
| D1 potentiator | -1 | 1 | -1 | 1 | 1 | 3 | 2 | 1 |
| Vif-APOBEC3G blk | 0% | -15% | 0% | -8% | 0% | -3% | ? | -19% |
| Vif-APOBEC3F blk | 1% | ? | 2% | -2% | 0% | -5% | -3% | -3% |
| RXFP1 ag | 0.4% | -1.6% | 1.5% | -1.5% | -1.1% | -1.8% | -0.4% | -0.5% |
| D2 potentiator | 10 | -15 | 4 | 5 | -9 | -27 | . | -1 |
| D1 agonist | -1 | 0 | 1 | 2 | 2 | -4 | 2 | 6 |

Pulled by structure from the list above:
16	Cc1ccc(S(=O)(=O)Oc2ccccc2C=C2C(=O)N(C)C(=O)N(C)C2=O)cc1
11	CC(C)NC(=O)Cn1cc(C(=O)c2ccccc2)c2ccccc21
5	N#Cc1ccc(OCC(=O)N2CCN(Cc3ccc4c(c3)OCO4)CC2)cc1
10	N#Cc1c(/N=C/C2C(=O)NC(=S)NC2=O)sc2c1CCCC2
15	CC(=O)O[C@H]1C(=O)[C@@]2(C)C([C@H](OC(=O)c3ccccc3)[C@]3(O)C[C@H](O)C(C)=C1C3(C)C)[C@]1(OC(C)=O)CO[C@@H]1C[C@H]2O (stereo partly drawn)
9	O=S(=O)(c1ccc(F)cc1)N1CCCCC1c1cccnc1 (stereo not drawn)
4	CC(C)C12CN3CCN(CC(C3)C1O)C2 (stereo not drawn)

| screen / no. | 16 | 11 | 5 | 10 | 15 | 9 | 4 |
| --- | --- | --- | --- | --- | --- | --- | --- |
| LDHA block | -14 | -12 | 1 | 5 | -6 | -3 | 6 |
| GRP78 ERSR act | 20% | 0% | -2% | -2% | -3% | -2% | -3% |
| D1 antagonist | 6 | 3 | -16 | 3 | 5 | -6 | 1 |
| D1 potentiator | 1 | -1 | -6 | 1 | 2 | -1 | -3 |
| Vif-APOBEC3G blk | -19% | 0% | 0% | -15% | ? | 0% | 1% |
| Vif-APOBEC3F blk | -3% | 2% | ? | ? | -3% | 1% | -6% |
| RXFP1 ag | -0.5% | 1.5% | 12% | -1.6% | -0.4% | 0.4% | 2.3% |
| D2 potentiator | -1 | 4 | -5 | -15 | . | 10 | 5 |
| D1 agonist | 6 | 1 | 10 | 0 | 2 | -1 | 1 |

New compounds follow:
17	CCOC(=O)c1ccc(N=Cc2c(O)n(-c3ccccc3F)c(=S)[nH]c2=O)cc1
18	O=C(NC(Cc1cnc[nH]1)C(=O)O)c1ccccc1 (stereo not drawn)
19	COc1ccccc1OCC#CCN1CCCCCC1
20	Cc1cc(NC(=O)CCC(=O)N2CCC3(CC2)OCCO3)no1
21	CCOC(=O)c1cncn1[C@H](C)c1ccccc1
22	CCC(C)OC(=O)c1c(N)n(Cc2cccs2)c2nc3ccccc3nc12 (stereo not drawn)
23	O=CC(Br)P(=O)(N1CCOCC1)N1CCOCC1 (stereo not drawn)
24	O=C1C2CCN(CC2)C12CC2c1ccc(C(F)(F)F)cc1 (stereo not drawn)

| screen / no. | 17 | 18 | 19 | 20 | 21 | 22 | 23 | 24 |
| --- | --- | --- | --- | --- | --- | --- | --- | --- |
| LDHA block | -7 | -1 | -9 | -2 | . | 4 | -7 | 0 |
| GRP78 ERSR act | -1% | -4% | -5% | -4% | -5% | -4% | -1% | -3% |
| D1 antagonist | 12 | 7 | . | 7 | 3 | 1 | 15 | 22 |
| D1 potentiator | 2 | -2 | 2 | 1 | -1 | -3 | 4 | -2 |
| Vif-APOBEC3G blk | -1% | 0% | 2% | -1% | . | -15% | 1% | 2% |
| Vif-APOBEC3F blk | 1% | -9% | -8% | -15% | . | -1% | -2% | -9% |
| RXFP1 ag | 17% | 2.0% | -1.1% | -0.2% | -2.7% | 1.7% | -0.5% | -4.2% |
| D2 potentiator | -2 | 0 | . | 3 | -3 | -8 | -3 | 6 |
| D1 agonist | 1 | 0 | 1 | 5 | -1 | 2 | 1 | 5 |

25	COc1cc(CN2CCN(C(=O)Cc3ccccc3)CC2)cc(OC)c1OC
26	Cc1cc(NC(=O)COC(=O)c2c(C)nn(Cc3ccccc3)c2Cl)no1
27	CCC(=NCC1CCCO1)c1c(O)n(-c2ccc(Cl)cc2)c(=O)[nH]c1=O (stereo not drawn)
28	O=C1CN=C(c2ccccc2)c2cc(Br)ccc2N1
29	CN1C(=O)C(Cc2ccc3c(c2)OCO3)C(=O)N(C)C1=O
30	CCOc1ccccc1-n1c(O)c(C=NCCCN(CC)CC)c(=O)[nH]c1=O
31	COc1ccc(C(=O)Nc2ccc3c(c2)N(C)C(=O)c2ccccc2S3)cc1OC
32	N#CC1c2ccccc2-n2nncc2CN1S(=O)(=O)c1cc(Cl)cc(Cl)c1 (stereo not drawn)
33	Cc1[nH]c2ccccc2c1CCNCc1cccnc1
34	CCCCOC(=O)c1ccccc1C(=O)OCc1ccccc1

| screen / no. | 25 | 26 | 27 | 28 | 29 | 30 | 31 | 32 | 33 | 34 |
| --- | --- | --- | --- | --- | --- | --- | --- | --- | --- | --- |
| LDHA block | -22 | -1 | -1 | -1 | . | 3 | -5 | -2 | 1 | 0 |
| GRP78 ERSR act | 1% | -4% | -4% | -3% | . | -4% | -2% | -2% | -5% | 2%&-2% |
| D1 antagonist | 7 | -4 | 4 | 11 | -1 | 4 | 4 | . | 2 | . |
| D1 potentiator | -9 | 7 | -2 | 5 | 1 | 2 | -4 | . | -1 | -1 |
| Vif-APOBEC3G blk | 0% | -5% | 1% | 6% | . | 0% | ? | 0% | -5% | -4% |
| Vif-APOBEC3F blk | 2% | -15% | -1% | -1% | . | -10% | -15% | 1% | -6% | 8% |
| RXFP1 ag | -1.4% | 1.5% | -0.1% | -4.4% | 3.8% | -1.7% | -1.4% | . | -0.6% | 0.8% |
| D2 potentiator | 11 | 1 | -8 | 8 | -2 | -26 | 6 | . | -1 | 3 |
| D1 agonist | 3 | -2 | 5 | 2 | 5 | 1 | 0 | . | 3 | -1 |

Screens as filed in PubChem BioAssay.
